# Compound activity as filed in PubChem BioAssay.
# TDP-43 yeast inh: rescues yeast growth from TDP-43 toxicity; TDP-43 expressing yeast growth rescue, BacTiter-Glo, 24 h; actives 1.8% (n = 410,000); Potency, µM (top dose mostly 46.1 µM), for inactives: at the highest dose growth rescue (activation), most hits filed as activators; further: potency means the concentration at half of the fitted maximal effect; % of control where 0% means no effect; nearly all actives have a fitted effect of over 50% in size
#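 Yeast expressing TDP-43 (pregrown in raffinose, seeded at OD600=0.02 in galactose medium) exposed to compounds 24 hr at 30 deg C. Growth read by BacTiter-Glo luminescence; rescue of toxicity appears as increased signal.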
# GLP-1R inv ag: inverse agonists of human GLP-1 receptor. Potency, µM (top dose mostly 38.3 µM), without a hit: at the highest dose activity change, negative = inhibition, hits mostly inhibitors. HEK293 GLP-1R CRE-luciferase, luminescence, 24 h; GLP-1R form is constitutively active. P43220. actives 1.6% (n = 410,000); further: potency means the concentration at half of the fitted maximal effect; on the % scale 0 is the no-effect control and ±100 the full control effect; nearly all actives have a fitted effect of over 55% in size
# Target sequence (P43220 whole entry, looked up): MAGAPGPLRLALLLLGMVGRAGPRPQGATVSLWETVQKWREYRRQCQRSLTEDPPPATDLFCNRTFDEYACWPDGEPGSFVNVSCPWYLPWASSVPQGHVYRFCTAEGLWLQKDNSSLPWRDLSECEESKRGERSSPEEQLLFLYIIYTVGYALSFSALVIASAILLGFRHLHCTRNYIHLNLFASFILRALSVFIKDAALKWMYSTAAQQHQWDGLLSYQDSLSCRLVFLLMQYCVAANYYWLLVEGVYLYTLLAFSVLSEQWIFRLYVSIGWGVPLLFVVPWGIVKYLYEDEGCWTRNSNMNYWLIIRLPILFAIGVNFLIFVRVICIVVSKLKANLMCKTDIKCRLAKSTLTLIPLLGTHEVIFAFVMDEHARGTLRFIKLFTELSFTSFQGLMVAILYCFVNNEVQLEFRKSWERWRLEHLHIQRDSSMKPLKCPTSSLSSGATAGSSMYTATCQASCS
#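 Readout was luciferase luminescence, measured 12 min after detection reagent at room temperature. Beforehand, GLP-1R reporter HEK293 cells had sat 12 h, then received compounds for 24 hr at 37 deg C.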
# PTHR1 agonist: activates the human parathyroid hormone receptor PTHR1. Potency, µM (series often up to 115 µM), for the others: at the highest dose activation, usual class: activators. HEK293 GP2 PTHR1 cells, GloSensor cAMP luminescence, 1 h. Q03431. actives 0.075% (n = 410,000); further: potency means the concentration at half of the fitted maximal effect; nearly all actives have a fitted effect of over 55% in size; some results filed as inactive show a strong effect at the top dose; inactives centre near -15; many of its hits are not listed in these tables
# Target sequence (Q03431 whole entry, looked up): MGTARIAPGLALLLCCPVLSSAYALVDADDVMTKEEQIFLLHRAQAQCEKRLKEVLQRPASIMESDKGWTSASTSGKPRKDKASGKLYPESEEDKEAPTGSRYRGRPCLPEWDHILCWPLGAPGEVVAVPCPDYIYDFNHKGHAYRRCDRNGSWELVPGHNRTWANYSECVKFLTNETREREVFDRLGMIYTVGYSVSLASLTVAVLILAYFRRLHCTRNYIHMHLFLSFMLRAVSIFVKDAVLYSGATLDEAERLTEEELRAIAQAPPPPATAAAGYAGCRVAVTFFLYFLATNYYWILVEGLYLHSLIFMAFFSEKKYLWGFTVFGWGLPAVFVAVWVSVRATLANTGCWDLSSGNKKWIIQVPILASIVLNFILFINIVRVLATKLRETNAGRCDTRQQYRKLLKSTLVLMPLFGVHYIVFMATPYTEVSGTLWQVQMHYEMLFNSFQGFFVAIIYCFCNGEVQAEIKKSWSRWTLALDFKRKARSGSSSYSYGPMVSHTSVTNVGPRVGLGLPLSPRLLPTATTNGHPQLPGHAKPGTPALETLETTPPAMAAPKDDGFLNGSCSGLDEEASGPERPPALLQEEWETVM
#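 HEK-293-derived GP2 cells expressing PTHR1 and a GloSensor cAMP reporter, 3,000/well, plated overnight, given luciferin plus IBMX (each 0.5 mM as added) for 1 h at 37 °C, then compound for 1 h at 37 °C. Luminescence was read after 15 min at room temperature.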
# Abeta rescue: A-beta toxicity reversal in yeast. yeast expressing A-beta42, growth rescue, OD600, 48 h; response scale: 0% DMSO, 100% iron-clioquinol control. Potency, µM (doses to about 46.1 µM), without a hit: at the highest dose growth rescue, actives largely listed as activators. actives 0.063% (n = 410,000); further: potency means the concentration at half of the fitted maximal effect; nearly all actives have a fitted effect of over 55% in size
#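 Yeast growth medium received pinned compounds, then yeast cells expressing toxic A-beta were added; plates incubated at 30 C for 48 hr. Growth read as absorbance at 600 nm, normalized to DMSO and equimolar FeCl3 plus clioquinol controls.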
# HEK293 tox: cytotoxicity counter-screen for GLP-1 receptor inverse agonists; HEK293 cAMP-luciferase reporter cells, luminescence, 24 h; Potency, µM (top dose mostly 38.3 µM), without a hit: at the highest dose activity change, negative = inhibition, actives largely listed as inhibitors; actives 0.13% (n = 410,000);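 further: loss of luciferase light is scored as toxicity; potency means the concentration at half of the fitted maximal effect; on the % scale 0 is the no-effect control and ±100 the full control effect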
#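 Step one: seed cells (200 cells/uL, DMEM with 10% Nu serum, 1% pen-strep). Step two: 12-hour incubation at 37 deg C. Step three: pin 23 nL compound, incubate 24 hr. Step four: add luciferase reagent, read luminescence 12 min later.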
# MmCpn inh: M. maripaludis TRiC chaperonin inhibition | purified Mm-Cpn ATPase, ADP Transcreener TR-FRET | Potency, µM (titrated, usually from 76.9 µM), inactives show at the top dose activity, negative = inhibition, hits mostly inhibitors | actives 0.031% (n = 330,000) | AID 504842; further: potency means the concentration at half of the fitted maximal effect; on the % scale 0 is the no-effect control and ±100 the full control effect; nearly all actives have a fitted effect of over 80% in size
#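 TR-FRET (320 nm excitation; 590 and 665 nm emission) reports ADP made from 10 uM ATP by 25 nM enzyme; compounds were preincubated 10 min, reaction run 30 min, both at 37°C.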
# Akt phos inh: Akt phosphorylation inhibition | Neuro2A IGF-stimulated pAkt S473 HTRF, 20 min; active compounds read low | activity change, % for hits at 50 µM | actives 0.32% (n = 360,000); in the data active means activity change below about -80%; inconclusive means mostly about -51% to -80%; further: on the % scale 0 is the no-effect control and ±100 the full control effect
#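 Single-point screen (50 µM final compound) in Neuro2A cells stimulated 20 min with 6 nM IGF at 37 deg C. After lysis, Ser473-phosphorylated Akt read by HTRF (ex 330 nm, em 615/665 nm) as the 665/615 ratio.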
# aSyn rescue: alpha-synuclein toxicity inhibition in yeast; Yeast expressing alpha-synuclein, growth rescue, BacTiter-Glo, 24 h; Potency, µM (series often up to 46.1 µM), for inactives: at the top dose growth rescue (activation), hits mostly activators; actives 0.14% (n = 370,000); further: potency means the concentration at half of the fitted maximal effect; % of control where 0% means no effect; nearly all actives have a fitted effect of over 65% in size
#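 Galactose-induced alpha-syn yeast (OD600=0.02, raffinose-pregrown) + pinned cpd, 24 hr, 30 deg C; growth by BacTiter-Glo luminescence. Growth restoration scores as activation.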
# FUS yeast rescue: rescues growth of FUS-expressing yeast | S. cerevisiae FUS-expressing, growth rescue, OD600, 24 h | Potency, µM (doses to about 76.6 µM), for the others: top-dose growth rescue (activation), most hits filed as activators | actives 0.24% (n = 390,000);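 further: potency means the concentration at half of the fitted maximal effect; plate controls were DMSO vehicle for no effect and reference control for full effect; nearly all actives have a fitted effect of over 55% in size; some results filed as inactive show a strong effect at the top dose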
#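 Steps: raffinose overnight preculture; dilution to OD 0.005 in 2% galactose minimal medium; compound addition (concentration series); 24hr at 30C, 99% humidity; absorbance read at 600 nm.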
# Starred values were filed as active, the others as inactive; i = inactive; ? = inconclusive; . = no result given; & = joins results of further samples; [ ] = dose if it differs, or a comment. Unless noted, the call rests on the fitted dose curve; in most records, active means well fitted curve in the direction sought with a large enough effect; inconclusive means small, poorly fitted or top-dose-only effect, or another doubt; inactive means no such curve, though single readings can be large; an effect the other way counts as inactive or inconclusive.
SMILES,TDP-43 yeast inh,GLP-1R inv ag,PTHR1 agonist,Abeta rescue,HEK293 tox,MmCpn inh,Akt phos inh,aSyn rescue,FUS yeast rescue
Cc1cc(C)c(NC(=O)Cn2c(=O)n(Cc3ccccc3)c(=O)c3c(C)c(C(=O)N(C)C)sc32)c(C)c1,5%,10%,-2%,-1%,-5%,.,.,.,30%
CC[n+]1c(/C=C/N(C)c2ccccc2)oc2ccccc21,-13%,-6%,-41%,-9%,1%[1.53 µM],-2%,i,-1%,8%
O=C(CSc1n[nH]c(-c2ccccc2)n1)N1CCOCC1,-5%,23%,-4%,-2%,13%,-1%,i,0%,21%
Cc1cc(/C=N/NC(=O)CC2(C)OCCO2)c(C)n1-c1cc(Cl)cc(Cl)c1,-8%,?,-10%[57.5 µM],9%,-8%,2%,i,-13%,-3%
CCOC(=O)c1cc(-c2ccc(N3C(c4ccsc4)=Cc4ccccc4C3CC(C)=O)cc2)cc([N+](=O)[O-])c1 (configuration not stated),15%,13%,7%,-4%,-1%,.,i,-9%,3%
O=C(CSC1=NCCS1)NC(c1ccccc1)c1ccccc1,4%,?,-12%,13%,-3%,0%,i,-1%,3%
C=CCN(C(=O)c1csnn1)C(C(=O)NC1CCCCC1)c1ccc(Cl)cc1 (configuration not stated),18%,?,i,-4%,-27%,-1%,i,-1%,2%
COc1ccc(N=C2C=CC(=O)O2)cc1,?,-6%,-17%,-92%[inhibitor],-13%,.,i,-82%[inhibitor],-13%
O=C(N/N=C/c1ccc(OC(=O)c2ccc3c(c2)OCO3)cc1)c1cncc(Br)c1,-1%,-14%,-35%[inhibitor],4%,-1%,2%,i,2%,-2%
O=C(c1ccc(Br)o1)N1CCN(CCOc2ccccc2)CC1,-9%,?,i,6%,-5%,3%,i,1%,17%
O=C(Nc1ccc(N2CCOCC2)c2nonc12)C1CCCC1,4%,94%[activator],i,0%,-21%,-2%,i,2%,17%
C=CCOc1c(Br)cc(CNn2c(C)n[nH]c2=S)cc1OC,0%,2%,i,9%,3%,-4%,i,1%,19%
O=C(COc1cccc2ccccc12)Nc1cc(Cl)ccc1C(=O)O,-19%,?,i,17%,6%,-1%,i,4%,-1%
COC(=O)c1c(C(=O)OC)c(-c2cccc(C)c2)n2c1CS(=O)(=O)C2,-8%,37%[activator],-7%[57.5 µM],-5%,-5%,-2%,i,-1%,7%
COC(=O)C1=C(C)N(c2cccc(Cl)c2)C(=O)C1,27%,-13%,-29%[57.5 µM],24%,14%,1%,-118%*,7%,-8%
O=S1(=O)CCN(c2ccccc2CC(c2c[nH]c3ccccc23)c2c[nH]c3ccccc23)CC1,14%,?,-17%,5%,?,.,i,18%,.
Cc1cc(C(=O)NCCCN2CCN(C3CCCCC3)CC2)n(-c2ccccc2)n1,8%,-13%,-17%,-12%,0%,2%,i,-9%,-5%
CC1=C(C(=O)OCCc2ccccc2)C(c2ccsc2)NC(=O)N1C (configuration not stated),13%,?,-36%[inhibitor],-15%,-6%,2%,i,18%,34%
NC(=O)c1cccnc1OCC(F)(F)F,-20%,2%,8%,-6%,16%,1%,i,-10%,26%
CNC(=S)N/N=C(\C)c1ccc(-n2ccnc2)cc1,-9%,5%,-24%,-1%,-15%,-1%,.,.,8%
COc1ccc(-n2c(=O)c3ccccc3n(CC(=O)Nc3ccccc3OC)c2=O)cc1,-10%&20%,-9%&4%,i,5%&5%,2%&-8%,0%,i,-9%,3%&12%
Cc1ccc(C(=O)CN2C(=O)NC3(CCc4ccccc43)C2=O)c(C)c1 (configuration not stated),-37%[inhibitor],?,-5%,-6%,0%,-3%,i,8%,10%
CCn1ccnc1[C@@H]1C[C@H]2CN(Cc3cccc(Cl)c3)C(=O)[C@]23CCCN13,-10%,-7%,i,-5%,-6%,1%,i,2%,5%
CCCNS(=O)(=O)c1cc2c3c(c1)C(C)C(=O)N3CCC2 (configuration not stated),-3%,16%,i,-10%,8%,1%,.,-9%,-15%
Cc1ccc(S(=O)(=O)c2nc(-c3ccccc3)oc2NCCCN2CCOCC2)cc1,21%,15%,-21%,40%,0%,1%,i,-2%,17%
SMILES,TDP-43 yeast inh,GLP-1R inv ag,PTHR1 agonist,Abeta rescue,HEK293 tox,MmCpn inh,Akt phos inh,aSyn rescue,FUS yeast rescue
CCOC(=O)c1c(O)c2cc(Cl)ccc2n(CC)c1=O,-67%[inhibitor],4%,i,-75%[inhibitor],1%,0%,i,-23%,1%
CN(C(=O)c1ccc(NC(=O)Cc2ccccc2)cc1)c1ccccc1,-7%,-10%,i,0%,3%,.,i,-3%,.
Cc1cccc(OCC(=O)Nc2ccc3c(c2)OCO3)c1C,10%,-23%,-1%[57.5 µM],-1%,16%,3%,i,9%,8%
CCOc1ccc(C(CC(=O)O)NC(=O)Cc2ccc(Cl)cc2)cc1 (configuration not stated),6%,39%[activator],i,7%,-4%,1%,i,7%,13%
CN1C(=O)NC(c2cccc([N+](=O)[O-])c2)C2=C1CC(C)(C)CC2=O (configuration not stated),15%,13%,i,-5%,-3%,2%,i,-6%,-21%
COc1ccc(N2C(=O)CC(N3CCN(S(=O)(=O)c4ccc(Cl)cc4)CC3)C2=O)cc1 (configuration not stated),6%,-4%,i,-13%,3%,-2%,i,3%,29%
CCOC(=O)c1ccc(NS(=O)(=O)c2cc(Br)cc3c2N(C(C)=O)C(C)C3)cc1 (configuration not stated),14%,-11%,-25%,-4%,-10%,.,.,.,-12%
COc1cc(S(=O)(=O)NCC2CCCO2)c(OC)cc1Cl (configuration not stated),-32%[inhibitor],-5%,i,-13%,3%,2%,i,3%,5%
CC1CN(C(=O)CCN2C(=O)c3ccccc3C2=O)CC(C)O1 (configuration not stated),17%,14%,i,-1%,1%,2%,-117%*,3%,-9%
COc1ccc2oc(=N)c(C(=O)Nc3cccc(C)c3C)cc2c1,-23%,6%,-8%,-11%,8%,0%,i,-8%,4%
CC(C)(C)C(=O)N1CCN(c2ccnc3cc(Cl)ccc23)CC1,-3%,-30%,-1%,-3%,-12%,0%,i,0%,-16%
CCCn1cnc2cc(NC(=O)c3ccco3)ccc21,-2%,?,-6%,-12%,-14%,-1%,i,-8%,-3%
Cc1cc2nc3c(nc2cc1C)C1(C(=O)N(C)C)CCC3(C)C1(C)C (configuration not stated),?,0%,i,-1%,-14%,-2%,-110%*,-10%,44%
CCCCN(C(=O)c1cc(=O)[nH]c2ccccc12)c1c(N)n(CCCC)c(=O)[nH]c1=O,6%,11%,-54%[inhibitor],3%,9%,0%,i,-1%,.
O=C(N/N=C/c1ccc(Cl)cc1Cl)Nc1ccccc1,4%,0%,-6%,12%,-19%,1%,i,-1%,4%
CN(C)CCN(C(=O)c1ccc2ccccc2c1)c1nc2cc3c(cc2s1)OCCO3,-4%,?,-9%,-30%,-6%,0%,i,-5%,.
COc1ccccc1OCc1nnc(SCC(=O)N2CCCCC2)o1,8%,-7%,-6%,-4%,6%,1%,i,1%,-14%
O=C(N/N=C/c1ccncc1)c1ccc(NC(=O)c2ccc(Cl)cc2)cc1,-7%[9.22 µM],3%,-7%,-7%,3%,-2%,i,1%,36%
O=C(CN1CCN(c2ccccc2O)CC1)Nc1ccnn1C1CCCC1,12%,9%,-79%[inhibitor],12%,5%,1%,i,-8%,4%
CCCCNS(=O)(=O)c1ccc2nc(SCC(=O)Nc3cccc(F)c3)[nH]c2c1,?,?,-9%,?,-15%,0%,i,8%,5%
Cc1ccc(NS(=O)(=O)c2c(C(=O)N3CCCCCC3)c(C)n(C)c2C)c(Cl)c1,0%,-17%,0%,0%,-10%,-5%,i,-8%,3%
CSc1nsc(SCCN2C(=O)c3ccccc3C2=O)n1,19%,19%,i,-21%,7%,1%,i,-3%,2%
O=C(CC(C(=O)N1CCc2ccccc21)n1ccnc1)N1CCc2ccccc2C1 (configuration not stated),6%,0%,-14%,12%,1%,1%,i,3%,20%
Cc1cc(C(C)(C)C)cc(S(=O)(=O)NCCc2ccncc2)c1C,19%,-16%,-46%[inhibitor],3%,2%,-1%,i,-1%,-17%
Cc1cccn2c(Nc3ccc4c(c3)OCCO4)c(-c3ccc(Br)o3)nc12,?,?,-22%,19%,-15%,.,.,.,?
N#Cc1ccc(/C=C\c2nccc3c2[nH]c2ccccc23)cc1,?,?,i,11%,142%[activator],-9%,i,4%,48%
COc1cccc(OCc2ccc(Cn3nc(NC(=O)NCCc4ccc(OC)c(OC)c4)c4ccccc43)cc2)c1,0%,-23%,i,12%,-5%,.,i,0%,-7%
COCc1nnc(NC(=O)CS(=O)(=O)Cc2ccccc2)s1,-11%,1%,i,-13%,13%,3%,i,-12%,14%

# Sorted by length of the SMILES (ascending): part of the list above
SMILES,TDP-43 yeast inh,GLP-1R inv ag,PTHR1 agonist,Abeta rescue,HEK293 tox,MmCpn inh,Akt phos inh,aSyn rescue,FUS yeast rescue
O=C(N/N=C/c1ccc(Cl)cc1Cl)Nc1ccccc1,4%,0%,-6%,12%,-19%,1%,i,-1%,4%
CCOC(=O)c1c(O)c2cc(Cl)ccc2n(CC)c1=O,-67%[inhibitor],4%,i,-75%[inhibitor],1%,0%,i,-23%,1%
O=C(CN1CCN(c2ccccc2O)CC1)Nc1ccnn1C1CCCC1,12%,9%,-79%[inhibitor],12%,5%,1%,i,-8%,4%
Cc1cc(C(C)(C)C)cc(S(=O)(=O)NCCc2ccncc2)c1C,19%,-16%,-46%[inhibitor],3%,2%,-1%,i,-1%,-17%

# Some of the compounds tested (hit frequency here may not be typical).
